TCR act = T cell receptor activation. primary human leukocytes, anti-CD3, IL-2 HTRF, 48 h. Potency, µM (top dose mostly 9.22 µM), for inactives: at the highest dose activation of IL-2 secretion, usual class: activators. 330,000 tested, under 10 active. AID 504894; active = well fitted activation curve with a large enough effect; inconclusive = small, poorly fitted or top-dose-only effect, or another doubt; inactive = no such curve, though single readings can be large or run the other way; also: % of control where 0% means no effect
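Readout: HTRF IL-2, Eu-cryptate/d2 antibody pair, 320nm excitation, 665nm emission. Stimulus: a-CD3 beads, no co-stimulation. Cells: primary human leukocytes. Exposure: 48 hr with compound.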
uPA surface inh = cell surface uPA generation inhibition; cell surface uPA generation assay, qHTS; Potency, µM (highest dose often 38.3 µM), for inactives: top-dose activity change, negative = inhibition, most hits filed as inhibitors; hit rate 0.31% among 330,000; active = well fitted inhibition curve with a large enough effect; inconclusive = small, poorly fitted or top-dose-only effect; inactive = no such curve, though single readings can be large or run the other way; tested in mouse RAW 264.7 cells; also: potency is read from the fitted curve at half-maximal effect; % is scaled to controls: 0 for no effect and ±100 for the full control effect; nearly all actives have a fitted effect of over 55% in size
PTAP TSG101 blk = blocks PTAP/TSG101 interaction to inhibit HIV-1 budding; Potency, µM (series often up to 115 µM), inactives show at the highest dose activity change, negative = inhibition, most hits filed as inhibitors; Fluorescence polarization, FITC-PTAP peptide / Tsg101 binding; 340,000 tested, under 10 active; active = well fitted inhibition curve with a large enough effect in the main read-out, with a control signal flat, not every such curve was filed as active; inconclusive = small, poorly fitted or top-dose-only effect, or effect the other way, or a change in a side signal; inactive = no such curve, though single readings can be large or run the other way; also: potency is read from the fitted curve at half-maximal effect; % of control where 0% means no effect
Target sequence (Q99816 whole entry, looked up): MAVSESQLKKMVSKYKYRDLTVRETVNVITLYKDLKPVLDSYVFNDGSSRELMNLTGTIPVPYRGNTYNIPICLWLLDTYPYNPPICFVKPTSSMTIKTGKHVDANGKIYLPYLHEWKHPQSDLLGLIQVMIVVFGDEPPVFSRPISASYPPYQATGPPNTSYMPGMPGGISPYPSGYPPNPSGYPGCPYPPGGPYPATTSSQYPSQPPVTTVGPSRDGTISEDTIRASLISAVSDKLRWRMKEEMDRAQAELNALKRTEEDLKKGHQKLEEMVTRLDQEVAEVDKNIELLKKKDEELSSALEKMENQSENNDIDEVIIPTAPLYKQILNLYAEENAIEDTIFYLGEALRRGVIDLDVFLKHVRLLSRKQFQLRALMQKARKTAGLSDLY
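Steps: Tsg101 binding domain dispensed (10 uM final), compounds pinned in DMSO, FITC-labeled PTAP-motif peptide added (50 nM final); after 20 min binding at room temperature, polarization measured.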
Active calls of the source: *; u = inconclusive. A portion of the library (hit frequency here may not be typical).

SMILES	TCR act	uPA surface inh	PTAP TSG101 blk
CCOc1ccc(-n2cc(C(=O)Nc3cccc(C)n3)c3cc(OC)c(OC)cc3c2=O)cc1	1%	5%	-4%
O=C(COC(=O)c1ccccc1NCCO)Nc1ccc(S(=O)(=O)NC2=NCCCCC2)cc1	2%	1%	0%
NC1=NC[C@H](c2ccccc2)N1CC1CCCCC1	-2%	3%	1%
O=C(NCc1ccco1)c1ccc(C(=O)NCc2ccco2)cc1	-6%	0%	0%
O=C1NC(=NCc2ccccc2)NC1(c1ccccc1)c1ccccc1	6%	-4%	-2%
CC1C(=O)C(C)C(c2ccccc2)N(N=O)C1c1ccccc1 (stereo not drawn)	-22%	6%	-4%
O=S(=O)(c1ccc(Br)cc1F)N1CC[C@H](O)C1	0%	17%	-3%
CCCCN(c1ccccc1)S(=O)(=O)c1cccc(C(=O)Nc2c(C)n(C)n(-c3ccccc3)c2=O)c1	-1%	1%	-2%
CC(C)C[C@H]1CN([C@@H](CC(C)C)CN2CCC[C@@H]2CN2C(=O)C(=O)NC[C@@H]2Cc2ccccc2)C(=O)C(=O)N1CC1CCCCC1	2%	6%	0%
O=C1CCC[C@@H]2Cc3nc4ccc(O)cc4cc3[C@@H]3CCN1[C@H]23	5%	-20%	-5%
COc1ccc(-c2csc(NCCc3nc4cc(C(=O)NCCCO)ccc4n3Cc3ccc(C)cc3)n2)cc1	0%	14%	4%
O=C(c1ccccc1)c1cccc2ccccc12	-1%	-3%	-4%
CCCCCCCCN1[C@@H](CC(=O)OC)c2cc(F)ccc2S1(=O)=O	4%	3%	-3%
CCc1nc(SCc2cc(=O)[nH]c3ccccc23)c2c(C)c(C)sc2n1	-13%	-3%	-2%
Cc1c(Cl)cccc1NC(=O)C1CC2CCC1C2 (stereo not drawn)	-1%	u	0%
N#C/C(=C/c1ccc(-c2ccc(S(=O)(=O)N3CCOCC3)cc2)o1)C(=O)NC1CC1	-2%	-3%	-2%
O=C1c2ccccc2S(=O)(=O)c2cc(C(=O)N3CCC(N4CCCC4)CC3)ccc21	-6%	7%	-2%
Fc1cccc(CSc2ncnc3c2ncn3C2CCCCO2)c1 (stereo not drawn)	9%	-2%	-3%
Cn1c(=O)c2c(nc(CN3CCN(c4ccccc4)CC3)n2CCCc2ccccc2)n(C)c1=O	-3%	5%	-3%
CCCCCC(=O)Nc1cc(S(=O)(=O)O)cc2cc(S(=O)(=O)O)cc(O)c12	4%	7%	-7%
Cc1ccnc(SCCn2c(N(C)Cc3ccccc3)nc3c2c(=O)n(C)c(=O)n3C)n1	6%	4%	-3%
CC1CCc2c(ccc3ccccc23)C1=O (stereo not drawn)	-1%	3%	-1%
O=C(O)c1ccccc1NS(=O)(=O)c1ccc(N/N=C/c2cccc(O)c2O)c([N+](=O)[O-])c1	-6%	-1%	-13%
CCN(c1ccccc1)S(=O)(=O)c1ccc(OCC(F)(F)F)c(NC(=O)c2ccc(=O)[nH]c2)c1	-5%	-8%	0%
CN(C(=O)c1ccc(NC(=O)Cc2ccc(NC(=O)C3CCN(C(=O)C4CCC4)CC3)cc2)cc1)C1CCCC1	0%	-1%	-2%
CCCCCn1c(N2CCC(Cc3ccccc3)CC2)nc2c1c(=O)[nH]c(=O)n2C	4%	10%	-1%
CC(=O)OC(=C(OC(C)=O)c1ccccc1)c1ccccc1	-4%	1%	1%
Cc1ccc(C(C)NC(=O)c2cccs2)cc1 (stereo not drawn)	6%	10%	6%
Oc1cccc2c3c(oc12)CCCC3	5%	14%	-4%
COc1cc(OC)c(OC)cc1/C=N/NC(=O)c1ccc(CSc2nc(C)cc(C)n2)cc1	-13%	2%	-5%
CC(C)Cn1cnc2c(SCc3ccccc3)nc(N)nc21	2%	-5%	-2%
Nc1nonc1-n1nnc(C(=O)N/N=C/c2cccc(Cl)c2)c1CN1CCCC1	2%	4%	0%
N#Cc1c(F)cccc1NCCCn1ccnc1	-3%	0%	-1%
CCOC(=O)c1cc2c(=O)n3ccccc3nc2n(C)c1=NC(=O)c1c(-c2c(F)cccc2Cl)noc1C	-1%	-4%	2%
Cc1ccc(C(=O)NN=C2CCCC2)cc1C	-15%	3%	1%
O=C(CC1(O)CCCCC1)OC1CCCC1	0%	7%	-1%

Nothing new here: an excerpt of the list.
SMILES	TCR act	uPA surface inh	PTAP TSG101 blk
CC1CCc2c(ccc3ccccc23)C1=O (stereo not drawn)	-1%	3%	-1%
O=C(O)c1ccccc1NS(=O)(=O)c1ccc(N/N=C/c2cccc(O)c2O)c([N+](=O)[O-])c1	-6%	-1%	-13%
CCN(c1ccccc1)S(=O)(=O)c1ccc(OCC(F)(F)F)c(NC(=O)c2ccc(=O)[nH]c2)c1	-5%	-8%	0%
CN(C(=O)c1ccc(NC(=O)Cc2ccc(NC(=O)C3CCN(C(=O)C4CCC4)CC3)cc2)cc1)C1CCCC1	0%	-1%	-2%
CCCCCn1c(N2CCC(Cc3ccccc3)CC2)nc2c1c(=O)[nH]c(=O)n2C	4%	10%	-1%
CC(=O)OC(=C(OC(C)=O)c1ccccc1)c1ccccc1	-4%	1%	1%
Cc1ccc(C(C)NC(=O)c2cccs2)cc1 (stereo not drawn)	6%	10%	6%
Oc1cccc2c3c(oc12)CCCC3	5%	14%	-4%
COc1cc(OC)c(OC)cc1/C=N/NC(=O)c1ccc(CSc2nc(C)cc(C)n2)cc1	-13%	2%	-5%
CC(C)Cn1cnc2c(SCc3ccccc3)nc(N)nc21	2%	-5%	-2%
Nc1nonc1-n1nnc(C(=O)N/N=C/c2cccc(Cl)c2)c1CN1CCCC1	2%	4%	0%
N#Cc1c(F)cccc1NCCCn1ccnc1	-3%	0%	-1%
CCOC(=O)c1cc2c(=O)n3ccccc3nc2n(C)c1=NC(=O)c1c(-c2c(F)cccc2Cl)noc1C	-1%	-4%	2%
Cc1ccc(C(=O)NN=C2CCCC2)cc1C	-15%	3%	1%
O=C(CC1(O)CCCCC1)OC1CCCC1	0%	7%	-1%

New compounds follow
SMILES	TCR act	uPA surface inh	PTAP TSG101 blk
COc1cc2c(cc1OC)C1c3ccc(OC)c(OC)c3OCC1(O)C2 (stereo not drawn)	0%	5%	-3%
Cn1c(=O)c(N=O)c(N)n(Cc2ccccc2)c1=S	-6%	-8%	-6%
CN(C(=O)c1cccc(NC(=O)Cc2ccc(NC(=O)C3CCCN(C(=O)C4CCCC4)C3)cc2)c1)C1CC1 (stereo not drawn)	3%	-1%	-1%
CCOC(=O)c1ccc(NC(=O)c2c(NCc3ccccc3)[nH]c(=O)[nH]c2=O)cc1	-7%	-1%	-4%
COc1cccc(NC(=O)CN(C)C(=O)c2cccc(NS(=O)(=O)c3ccc(Br)cc3)c2)c1	3%	-14%	1%
OCc1ccccc1CN1CCCCCC1	5%	-5%	-4%
O=C1OCCN1N=Cc1ccco1	6%	-2%	-10%
COc1ccc2c3c(ccc2c1)C(=O)/C(=C/O)CC3	4%	3%	-3%
CCOc1cc(C(c2c(O)nc(SC)[nH]c2=O)c2c(O)nc(SC)[nH]c2=O)ccc1O	-5%	2%	-12%
CCN(CC)CCCC(C)Nc1nccc2cccc(Cl)c12 (stereo not drawn)	7%	-1%	-6%
O=C(Nc1ncccn1)c1ccc([N+](=O)[O-])cc1[N+](=O)[O-]	1%	5%	-4%
OCC(O)C1OC(c2ccco2)OC(CO)C1O (stereo not drawn)	-2%	0%	-9%
CC(=O)NC1=CC(=C[N+](=O)[O-])C=C1O	-6%	-7%	3%
CC(=O)C1=C(C)N(Cc2ccccc2)C(=O)N[C@H]1c1cccc(F)c1	-6%	-12%	-1%
CNC(=O)c1nn(C)c(=O)[nH]c1=O	-2%	2%	-8%
O=P1(O)Cc2ccccc2-c2ccccc21	1%	4%	-1%
Cc1sc(NC(=O)CSc2n[nH]c(N)n2)c(C#N)c1C	-4%	1%	0%
CSc1nc(S(C)(=O)=O)nc2[nH]c(=O)[nH]c12	7%	6%	-1%
O=S1(=O)c2ccc(Br)cc2N2CCC[C@@H]2CN1Cc1ccc(Cl)cc1	-4%	u	1%
CC(C)C[C@@H](CN)NC(=O)c1nc[nH]c1C(=O)N[C@@H](C)C(=O)CNC[C@H](C)NC(=O)c1nc[nH]c1C(=O)N[C@@H](C)C(=O)O	-7%	-3%	-3%
CCOC(=O)c1ccc(Nc2cc3ccccc3c(=O)[nH]2)cc1	-3%	5%	-2%
O=C(O)c1ccccc1C(=O)OC1CCCC2CCCC21 (stereo not drawn)	2%	3%	-2%
O=C(Nc1ccc(Cl)cn1)c1ccc(-c2ccc(Cl)c(Cl)c2)o1	-4%	0%	-4%
CCC1(C(=O)OC)NC(c2cccc(F)c2)C2C(=O)N(C)C(=O)C21 (stereo not drawn)	-19%	3%	-1%
CC1CCCC(NC(=O)/C=C/c2c(F)cccc2Cl)C1C (stereo not drawn)	2%	-1%	1%
CCN(C(=O)COC(=O)C(C)(C)Oc1ccc(Cl)cc1)c1c(N)n(Cc2ccccc2)c(=O)[nH]c1=O	5%	-2%	0%
CCN(CC(=O)Nc1c(F)cccc1F)C(=O)c1cccc(S(=O)(=O)N2CCCc3ccccc32)c1	-8%	20%	-11%
Cc1cccn2c(=S)[nH]nc12	2%	3%	0%
NC1=NC(=O)C(c2ccccc2)(c2ccccc2)S1	-4%	9%	-4%
O=C(NN=Cc1ccc(O)cc1)C(=O)NN=Cc1ccc(O)cc1	-1%	-5%	-7%
O=C1OC(CCl)CN1Cc1c(Cl)cccc1Cl (stereo not drawn)	4%	3%	-4%
COCCN(C(=O)Cc1ccc(S(=O)(=O)N2CCOCC2)s1)c1c(N)n(CC(C)C)c(=O)[nH]c1=O	3%	2%	-7%
OC(CSc1ccccc1)CN1CCN(c2cccc(Cl)c2)CC1 (stereo not drawn)	5%	1%	-3%
Clc1cc(Cl)cc(C2=NC(Cc3ccccc3)CO2)c1 (stereo not drawn)	-1%	-2%	-1%
O=C(Nc1ccccc1O)c1cccc(S(=O)(=O)Nc2ccccc2O)c1	-3%	-2%	3%
CCOc1cc2c(C#N)c(N(CC)CC)nc(N)c2c(N)n1	-3%	1%	2%
COc1cc2c(c(OC)c1OC)C(=O)C(=Cc1ccccc1)O2	-7%	1%	-1%
Fc1ccc2nncc(SCc3ccccc3Cl)c2c1	4%	-8%	0%
O=C1c2ccccc2C(=O)c2cc(N3CCCCC3)ccc21	-32%	-16%	1%
O=C1NC(=O)N2CCSC2(Cc2ccccc2)N1 (stereo not drawn)	6%	-2%	3%
O=C(Cc1ccc(NC(=O)C2CCCN(C(=O)C3CCCC3)C2)cc1)Nc1cccc(C(=O)N2CCCCC2)c1 (stereo not drawn)	-1%	6%	-5%
O=C(N/N=C/c1ccc(Br)cc1)c1ccc(NC(=O)c2ccccc2)cc1	5%	16%	0%
Nc1cc(Cl)cc2c1-c1ccc(Cl)cc1C2O (stereo not drawn)	5%	-3%	-2%
COc1ccc(CCNC(=O)c2ccc([N+](=O)[O-])cc2Cl)cc1OC	6%	-3%	0%
O=C(O)C(Cc1cccs1)c1cccs1 (stereo not drawn)	0%	6%	-2%
Nc1nc(=S)ss1	1%	0%	-7%
C=CC1=CCN(S(=O)C(C)(C)C)[C@H]1CCO (stereo partly drawn)	-7%	13%	-2%
N#CC1(NC(=O)COC(=O)C2CCN(S(=O)(=O)c3ccc4c(c3)OCCO4)CC2)CCCCC1	7%	7%	0%
NNC(=O)C1C(O)CCC2CN3CCc4c([nH]c5ccccc45)C3CC21 (stereo not drawn)	1%	1%	-1%
CCC1=C(c2ccc(OC)cc2)CCC(C(=O)O)C1C (stereo not drawn)	-18%	-10%	-4%
O=[N+]([O-])c1ccc(SNc2ccccc2)c([N+](=O)[O-])c1	2%	0%	-2%
COC(=O)c1cc(OC)c(OC)cc1NC(=O)c1ccc(Br)o1	6%	-3%	0%
CC(C)(C)S(=O)(=O)N1C[C@@H]2CC/C=C\C/C=C\2[C@H]1CCO	-27%	7%	-4%
CCN(CC)CCC(=O)N1C/C(=C/c2ccccc2)C(=O)/C(=C\c2ccccc2)C1	-3%	-12%	-2%
CCOC(=O)c1[nH]c(=S)[nH]c1C	6%	-4%	-4%
COc1ccccc1C(=O)c1ccccc1C(=O)c1ccccc1	-8%	-1%	0%
COC(=O)c1c[nH]c(=S)n1Cc1ccccc1	8%	-4%	-1%
COc1ccc(/C=C/C(=O)OCC(=O)N2CCN(S(=O)(=O)c3ccc(C)cc3C)CC2)cc1OC	9%	-26%	-5%
CCSc1nsc(NC(=O)Nc2ccccc2Cl)n1	9%	-2%	-2%
COc1nc(-c2ccccc2)nc(-c2ccccc2)c1C	3%	1%	-3%

Screening results: PubChem, National Center for Advancing Translational Sciences (NCATS)
